Screening results: PubChem, several laboratories
ADAM17 inh = ADAM17 inhibitors, primary screen, biochemical, QFRET; Disintegrin and metalloproteinase domain-containing protein 17 (Homo sapiens), P78536; recombinant ADAM17, EDANS/DABCYL FRET peptide cleavage; inhibition, % at 6.95 µM; actives 0.83% (n = 370,000);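 active = inhibition above the mean of compounds lying between control limits plus 3 SD, set per campaign, cut at about 8.5% in these data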;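 note: 0% = DMSO-only wells as the low control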
ssDAF12 agonist = S. stercoralis DAF-12 nuclear receptor activators, primary screen, cell-based, luminescence, HEK293, GRIP1 co-expression, lit1-tk-luc; HEK293 ssDAF-12/GRIP1 lit1-tk-luc reporter; % of 3 µM dafachronic acid response; activation, % at 6.8 µM; actives 1% (n = 370,000); AID 652126, 2013;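 active = activation above the mean over all tested compounds plus 3 SD, cut at about 0.9% in these data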;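 note: 0% = DMSO-only wells and 100% = 3 µM delta7-dafachronic acid wells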
NPR1 activator = GC-A stimulated cGMP production enhancers – HEK293 GC-A cells, cGMP TR-FRET, EC30 ANP, primary screen | Atrial natriuretic peptide receptor 1 (Homo sapiens), P16066 | activation, % at 10 µM | actives 0.14% (n = 370,000) | AID 1671463, 2021 | 0% at EC30 ANP, 100% saturating ANP; in the data active = activation above about 40%
Target sequence (P16066 whole entry, looked up): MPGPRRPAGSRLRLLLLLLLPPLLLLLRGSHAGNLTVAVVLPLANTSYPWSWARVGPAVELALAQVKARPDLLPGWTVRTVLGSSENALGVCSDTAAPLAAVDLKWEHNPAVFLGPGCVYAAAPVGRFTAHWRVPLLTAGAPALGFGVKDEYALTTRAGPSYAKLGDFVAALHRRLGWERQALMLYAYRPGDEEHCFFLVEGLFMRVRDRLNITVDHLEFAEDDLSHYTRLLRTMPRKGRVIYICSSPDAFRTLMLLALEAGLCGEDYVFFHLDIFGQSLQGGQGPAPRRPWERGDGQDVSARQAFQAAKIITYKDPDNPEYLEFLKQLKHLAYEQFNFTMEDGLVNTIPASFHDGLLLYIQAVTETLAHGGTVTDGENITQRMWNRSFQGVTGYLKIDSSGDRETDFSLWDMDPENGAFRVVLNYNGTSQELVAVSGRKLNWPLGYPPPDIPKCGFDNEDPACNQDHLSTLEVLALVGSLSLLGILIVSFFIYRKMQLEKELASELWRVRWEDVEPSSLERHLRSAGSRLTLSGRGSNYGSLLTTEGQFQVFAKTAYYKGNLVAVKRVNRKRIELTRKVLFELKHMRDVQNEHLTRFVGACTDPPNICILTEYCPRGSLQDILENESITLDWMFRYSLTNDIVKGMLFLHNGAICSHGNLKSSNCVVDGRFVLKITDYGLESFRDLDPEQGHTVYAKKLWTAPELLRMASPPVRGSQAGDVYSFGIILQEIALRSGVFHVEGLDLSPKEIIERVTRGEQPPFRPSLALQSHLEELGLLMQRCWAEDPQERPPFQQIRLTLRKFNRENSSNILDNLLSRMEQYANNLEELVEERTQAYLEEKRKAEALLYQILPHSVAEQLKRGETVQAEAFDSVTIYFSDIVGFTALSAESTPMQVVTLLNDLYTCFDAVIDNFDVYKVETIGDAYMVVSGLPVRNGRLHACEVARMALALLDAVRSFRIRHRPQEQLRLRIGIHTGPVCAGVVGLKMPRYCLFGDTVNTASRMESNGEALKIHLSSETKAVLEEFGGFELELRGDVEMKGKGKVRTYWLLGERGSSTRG
hgDAF-12 ag = H. glycines DAF-12 receptor agonists, primary screen, cell-based, luminescence, HEK293, GAL4 fusion, UAS-luciferase; Nuclear hormone receptor DAF-12 (Heterodera glycines), GAL4 fusion; HEK293 GAL4-hgDAF12 UAS-luciferase reporter, agonist luminescence; normalized to butyrate control; activation, % at 6.8 µM; actives 1.8% (n = 370,000);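 active = activation above a cutoff set at the mean of all screened compounds plus 3 SD, cut at about 10% in these data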;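 note: 0% = DMSO wells and 100% = sodium butyrate wells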
hcDAF-12 act = H. contortus DAF-12 nuclear receptor activators, primary screen, cell-based, luminescence, HEK293, lit1-tk-luc reporter; AID 652067, 2013; HEK293 hcDAF-12 lit1-tk-luc reporter; 0% DMSO, 100% Δ7-dafachronic acid; actives 1.4% (n = 370,000); activation, % at 6.8 µM;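 active = activation above the mean of all tested compounds plus 3 SD, cut at about 5.5% in these data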;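 note: 100% = response to 3 µM Δ7-dafachronic acid high control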
ADAM10 inh = human ADAM10 inhibitors, primary screen, biochemical, QFRET, HTS. recombinant ADAM10, EDANS/DABCYL FRET peptide cleavage, 3 h. inhibition, % at 7 µM. actives 0.62% (n = 370,000). AID 720582, 2013;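 active = inhibition above a per-campaign cutoff equal to the mean of compounds falling between control-based bounds plus 3 SD, cut at about 20% in these data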;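 note: 0% = DMSO wells while the 100% control is not disclosed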
SMARCA2 activ = SMARCA2 (BRM) function activators, primary screen, cell-based, luminescence, high throughput; MG213 cells, MMTV-luciferase reporter, dexamethasone, overnight; activation, % at 9.1 µM; actives 1% (n = 370,000); AID 652017, 2013; in the data active = activation above about 7.8%;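 note: 0% = vehicle wells and 100% = reference activator wells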
DAX1 inh-1 = DAX1 (NR0B1) inhibitors on StAR promoter, primary screen, cell-based, luminescence, SF-1 (NR5A1), full-length DAX-1 | AID 652010, 2013 | HEK293T StAR-luciferase reporter, SF-1/DAX-1 repression relief | inhibition, % at 6.8 µM | actives 1.1% (n = 370,000);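 active = inhibition above the mean over all tested compounds plus 3 SD, cut at about 3.6% in these data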;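 note: 0% = DAX-1 cells with DMSO and 100% = cells lacking DAX-1 with DMSO; higher inhibition means more luminescence from relief of DAX-1 repression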
PG9 Ab binder = binders of HIV-1 gp120 antibody PG9, primary screen, biochemical, TR-FRET; inhibition, % at 6.7 µM; actives 0.43% (n = 360,000); HIV-1 gp120 / PG9 antibody interaction; TR-FRET gp120-PG9 antibody binding; in the data active = inhibition above about 8.5%
DAX1 inh-2 = DAX1 (NR0B1) inhibitors, primary screen, cell-based, HEK293, Gal4-DAX1, luciferase luminescence; actives 0.99% (n = 340,000); Nuclear receptor subfamily 0 group B member 1 (Homo sapiens), P51843; inhibition, % at 6.75 µM; HEK293 Gal4-DAX1 luciferase reporter; AID 504766, 2011;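 active = inhibition above the mean over all tested compounds plus 3 SD, cut at about 4.2% in these data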;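 note: 0% = DAX1-transfected cells with DMSO and 100% = empty-vector control cells with DMSO; inhibition shows as a rise in luminescence from relieved DAX1 repression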
GAA850 FXN act = FXN promoter activators, primary screen, cell-based, luciferase luminescence, HEK293 lucGAA850; actives 0.56% (n = 360,000); activation, % at 6 µM; HEK293 lucGAA850 FXN promoter luciferase reporter, 24 h; percent of 10 µM SAHA response; AID 540364, 2011;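 active = activation above the average of all compounds screened plus 3 SD, cutoff fixed separately per campaign, cut at about 7.5% in these data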;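 note: 0% = DMSO wells and 100% = 10 µM SAHA wells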
An asterisk follows results filed as active; x = not tested or not shown.

nr	SMILES	ADAM17 inh	ssDAF12 agonist	NPR1 activator	hgDAF-12 ag	hcDAF-12 act	ADAM10 inh
1	CCOC(=O)c1c(C)c(C(=O)NC2CCCCCC2)c(C)n1C	-4	-1.5	3	0.3	-2.1	0
2	COc1cc(/C=N/NC2=NS(=O)(=O)c3ccccc32)cc(OC)c1OC	0	-0.9	3	-1.3	-1.2	11
3	CC(C)(NO)/C(=N/O)c1cccs1	9.2*	0.4	1	-0.1	4.0	8
4	CCC1(c2ccccc2)NC(=O)N(CC(=O)Nc2nnc(C3CC3)s2)C1=O (stereo not given)	0	-0.9	1	0.1	-0.3	-4
5	Cn1c(-c2ccc(Cl)nc2)nc2cc(Cl)ccc21	-9	-1.1	3	-1.1	-2.5	-28
6	CC(=C/c1ccccc1)/C=N/NC(=O)c1cc(C)oc1C	0	-0.3	-2	8.3	0.6	0
7	COc1ccc(CN2CCN(CC(=O)Nc3ccccc3C(=O)NC3CC3)CC2)cc1F	-2	-1.6	0	3.7	-1.7	-6
8	Cc1ccc(C(=O)N/C(=C/c2ccccc2F)C(=O)NCCCn2ccnc2)cc1	3	-1.0	1	-1.3	0.7	-2
9	Cc1cccc(N(CC(=O)NC2CCCC2)C(=O)c2nsc(Cl)c2Cl)c1C	-2	-0.9	-18	-0.3	-0.8	-7
10	CCOc1ccc(NC(=O)CC2SC(=O)N(c3ccccc3)C2=O)cc1 (stereo not given)	9.6*	-1.4	13	8.0	0.1	15
11	Nc1nc(N)c2cc(Sc3cccc(C(F)(F)F)c3)ccc2n1	-84	-1.0	21	-3.6	-0.7	-375
12	COC(=O)C1Cc2ccccc2CN1S(=O)(=O)c1ccc(C)cc1 (stereo not given)	-1	-1.7	-4	-0.3	0.6	-2

nr	SMARCA2 activ	DAX1 inh-1	PG9 Ab binder	DAX1 inh-2	GAA850 FXN act
1	-2	-0.3	0.4	0.7	1.4
2	1	0.2	-2.7	0.7	-1.0
3	0	0.9	0.1	-0.1	0.8
4	0	-0.2	0.5	-0.1	1.5
5	1	0.4	1.4	2.1	2.0
6	4	1.1	-1.0	3.0	4.1
7	0	-1.6	-0.3	-0.5	0.3
8	3	-1.2	-1.7	-0.3	-1.6
9	-3	0.7	0.0	0.1	-1.8
10	-1	0.8	-0.1	4.1	-0.1
11	-4	-2.3	-0.5	0.2	-2.2
12	-2	-0.2	2.2	-0.6	0.7

Continued.
nr	SMILES	ADAM17 inh	ssDAF12 agonist	NPR1 activator	hgDAF-12 ag	hcDAF-12 act	ADAM10 inh
13	O=C(c1ccc2ccccc2c1)N1CCN(c2ccccn2)CC1	1	-1.3	4	-0.2	-2.6	5
14	S=c1[nH]c2cc(Cl)ccc2s1	-6	-0.1	-4	4.4	3.0	-1
15	Cc1ccc2nc(N(CCN(C)C)C(=O)C3CCN(S(=O)(=O)c4cccs4)CC3)sc2c1	1	-0.5	2	5.0	0.3	-11
16	O=C(COc1ccc2ccccc2c1)N1c2ccccc2Sc2ccccc21	-2	-1.3	0	0.5	-1.0	2
17	COc1cccc(NC(=O)COC(=O)COc2cccc3c2OC(C)(C)C3)c1	-2	-1.2	-1	3.5	-3.5	-5
18	COc1ccc(C(=O)NC(=S)NNC(=O)c2ccc3ccccc3n2)cc1	1	-0.8	1	1.1	2.6	4
19	COC(=O)c1ccccc1NC(=O)CCn1c(=O)oc2ccccc21	-6	-1.3	-6	2.1	0.6	-6
20	CCc1cccc(NC(=O)c2ccc(Cn3nc(C)cc3C)o2)c1	1	0.0	0	0.5	-2.1	7
21	Cc1nc(C)c(-c2csc(NCc3ccco3)n2)s1	-2	-1.8	-1	2.8	-1.9	-7
22	COc1ccc(-c2nn(-c3ccccc3)cc2C(=O)NCCCn2ccnc2)cc1	-2	-1.3	0	-1.3	-0.9	5
23	Cc1ccc2c(c1)cc(CN(Cc1ccco1)S(=O)(=O)c1ccccc1)c1nnnn12	-2	-0.3	-3	1.4	-3.0	9
24	Cc1ccc(NC(=O)CCC(=O)N2CCOc3ccccc32)c(Cl)c1	1	-1.8	-2	-1.2	-2.0	7

nr	SMARCA2 activ	DAX1 inh-1	PG9 Ab binder	DAX1 inh-2	GAA850 FXN act
13	0	0.0	-1.7	1.6	0.0
14	-2	0.3	-1.0	-0.3	4.4
15	-2	1.6	-2.1	1.1	0.5
16	-2	-0.7	0.7	-1.3	0.3
17	0	-1.6	0.2	-0.1	-1.4
18	-1	-0.5	-2.4	-1.5	1.0
19	4	0.5	-0.4	0.6	0.9
20	-2	-0.1	0.6	-1.6	2.6
21	0	1.2	-0.1	0.4	4.8
22	1	0.0	-0.8	0.0	-0.5
23	0	0.9	-0.6	1.1	1.8
24	6	0.9	-2.2	0.3	0.4

Overlap with the part before: 3 entries; new compounds follow.
nr	SMILES	ADAM17 inh	ssDAF12 agonist	NPR1 activator	hgDAF-12 ag	hcDAF-12 act	ADAM10 inh
22	COc1ccc(-c2nn(-c3ccccc3)cc2C(=O)NCCCn2ccnc2)cc1	-2	-1.3	0	-1.3	-0.9	5
23	Cc1ccc2c(c1)cc(CN(Cc1ccco1)S(=O)(=O)c1ccccc1)c1nnnn12	-2	-0.3	-3	1.4	-3.0	9
24	Cc1ccc(NC(=O)CCC(=O)N2CCOc3ccccc32)c(Cl)c1	1	-1.8	-2	-1.2	-2.0	7
25	O=C(NCc1ccccc1)C(c1cccs1)N(C(=O)c1csnn1)C1CC1 (stereo not given)	0	-1.2	-12	-1.3	-1.4	0
26	Nc1sc(-c2ccccc2)cc1C(=O)N1CCN(c2ccccc2)CC1	6	-0.1	1	-0.6	1.4	-3
27	O=C(COC(=O)c1ccc(O)cc1)Nc1cc(S(=O)(=O)N2CCOCC2)ccc1Cl	-2	-0.2	-1	-1.3	0.7	-9
28	COc1ccc(C(=O)OCC(=O)Nc2ccccc2)cc1[N+](=O)[O-]	1	-1.1	-3	0.4	0.0	0
29	Cc1ccc(C(=O)Nc2ccc(N3CCN(C)CC3)cc2)c(Cl)c1	-1	-0.3	-1	7.8	2.0	1
30	O=C(Cc1cccs1)Nc1nnc(SCC(=O)NC2CCCCC2)s1	-3	-0.5	-4	4.7	-0.6	4
31	OC[C@@H]1CN(Cc2ccc(-c3ccccc3)cc2)C[C@H](n2cnc3c(NC4CCCC4)ncnc32)O1	4	-1.9	-2	-5.3	-3.8	1
32	CCSc1nnc(-c2cc(Br)ccc2NC(C)=O)c(=O)[nH]1	-3	-1.3	4	-2.4	-0.1	-1
33	COc1ccc(S(=O)(=O)NCCCn2ccnc2)cc1C(C)(C)C	4	-1.4	5	-0.9	-1.3	3
34	CCC(=O)N1CCC2(CC1)Oc1ccc(Cl)cc1C(=O)C21CC(c2ccc(Cl)cc2)=NO1 (stereo not given)	5	-1.8	0	-0.9	1.0	0
35	S=c1nc2[nH]c3ccccc3c2n[nH]1	-3	0.3	3	0.7	3.0	-15
36	CCCCCCn1c(SCC(=O)c2ccccc2)nc2c1c(=O)[nH]c(=O)n2C	-3	-0.3	1	0.3	0.1	-3

nr	SMARCA2 activ	DAX1 inh-1	PG9 Ab binder	DAX1 inh-2	GAA850 FXN act
22	1	0.0	-0.8	0.0	-0.5
23	0	0.9	-0.6	1.1	1.8
24	6	0.9	-2.2	0.3	0.4
25	-2	-1.1	-0.3	-0.1	2.1
26	2	-0.8	0.3	x	x
27	0	-1.6	0.9	-1.4	1.3
28	3	0.0	0.5	-0.4	2.1
29	5	1.3	-2.1	3.7	5.2
30	-3	-0.2	-3.5	-0.6	1.9
31	-7	-4.1	1.9	x	-5.4
32	-1	0.3	-0.8	-0.9	1.2
33	-3	0.4	1.4	-0.1	1.7
34	0	0.0	-0.8	1.0	-1.1
35	-1	-1.2	0.2	0.1	0.8
36	0	-0.1	-0.6	0.4	0.9

As entered above:
PG9 Ab binder result of entry 25 → -0.3
SMARCA2 activ result of entry 34 → 0
GAA850 FXN act result of entry 36 → 0.9

(next part)
nr	SMILES	ADAM17 inh	ssDAF12 agonist	NPR1 activator	hgDAF-12 ag	hcDAF-12 act	ADAM10 inh
37	Cc1cccc(OCc2nc(-c3ccccn3)n[nH]2)c1	3	0.0	1	0.9	-0.1	-2
38	COc1cccc(NC(=O)C2CCCN2C(=O)Nc2cccc(F)c2)c1 (stereo not given)	-5	-1.2	1	-3.5	-0.5	4
39	CC(=O)c1ccc(OC2(C)CCN(Cc3ccc4c(c3)OCCO4)C2)cc1 (stereo not given)	-5	-1.7	0	1.1	-2.3	-10
40	COc1cc(/C=C/C(=O)OCC(=O)NCCC2=CCCCC2)ccc1O	-7	-1.7	-1	1.6	1.5	-37
41	COc1ccccc1N1CCN(c2cc(C)nc3nc(C)nn23)CC1	-3	0.0	1	0.6	3.0	-9
42	Cc1cc(C)nc(NC(=O)c2ccc(Cl)cc2Cl)n1	-6	-1.8	-1	-1.2	-1.5	-6
43	COc1ccccc1OCC(=O)Nc1ccc(S(=O)(=O)N2CCCC2)cc1	-2	-1.7	-3	2.0	-2.5	6
44	O=C(Nc1nc(-c2ccc(Br)cc2)cs1)c1cccnc1	-1	-1.7	-1	0.8	-3.4	-6
45	COc1ccc(OC)c(C2=Nn3c(nnc3-c3ccncc3)SC2)c1	-3	-1.9	17	-3.4	-0.9	-7
46	CC(C)CNc1cccc2c1S(=O)(=O)N(Cc1cn(Cc3ccc(Cl)cc3)nn1)Cc1ccccc1O2	-4	-1.2	3	1.7	-0.8	-30
47	COc1ccccc1N1CCN(/N=C/c2c(C)nn(-c3ccccc3)c2C)CC1	0	-1.3	-3	3.5	-1.6	-7
48	O=c1[nH]c(CSc2ncn[nH]2)nc2ccccc12	1	-1.8	6	0.4	0.5	-7

nr	SMARCA2 activ	DAX1 inh-1	PG9 Ab binder	DAX1 inh-2	GAA850 FXN act
37	-1	0.0	-1.7	0.3	1.2
38	-7	-0.8	0.8	-0.1	-2.3
39	-2	-0.2	-0.7	x	-0.3
40	-1	-2.2	-1.4	4.0	-0.5
41	-1	-0.1	-0.9	-0.1	0.5
42	0	0.1	-2.9	-0.3	-0.2
43	-2	0.1	-1.0	1.2	-2.0
44	-4	-0.1	-1.5	0.3	-1.4
45	-3	-1.2	0.0	0.5	0.0
46	0	-0.8	x	x	x
47	2	-0.7	-3.5	0.9	-1.1
48	-2	1.3	-1.7	0.6	2.1
